# Assay outcomes from PubChem BioAssay.
# NPR1 activator = GC-A stimulated cGMP production enhancers – HEK293 GC-A cells, cGMP TR-FRET, EC30 ANP, primary screen. 0% at EC30 ANP, 100% saturating ANP. actives 0.14% (n = 370,000). Atrial natriuretic peptide receptor 1 (Homo sapiens), P16066. activation, % at 10 µM; in the data active = activation above about 40%
# DAX1 inh-1 = DAX1 (NR0B1) inhibitors on StAR promoter, primary screen, cell-based, luminescence, SF-1 (NR5A1), full-length DAX-1; inhibition, % at 6.8 µM; actives 1.1% (n = 370,000); HEK293T StAR-luciferase reporter, SF-1/DAX-1 repression relief; AID 652010, 2013;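 active = inhibition above the mean over all tested compounds plus 3 SD, cut at about 3.6% in these data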;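 also: 0% = DAX-1 cells with DMSO and 100% = cells lacking DAX-1 with DMSO; higher inhibition means more luminescence from relief of DAX-1 repression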
# DAX1 inh-2 = DAX1 (NR0B1) inhibitors, primary screen, cell-based, HEK293, Gal4-DAX1, luciferase luminescence. Nuclear receptor subfamily 0 group B member 1 (Homo sapiens), P51843. AID 504766, 2011. HEK293 Gal4-DAX1 luciferase reporter. actives 0.99% (n = 340,000). inhibition, % at 6.75 µM;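 active = inhibition above the mean over all tested compounds plus 3 SD, cut at about 4.2% in these data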;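 also: 0% = DAX1-transfected cells with DMSO and 100% = empty-vector control cells with DMSO; inhibition shows as a rise in luminescence from relieved DAX1 repression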
# Target sequence (P51843 207-470 limits assumed): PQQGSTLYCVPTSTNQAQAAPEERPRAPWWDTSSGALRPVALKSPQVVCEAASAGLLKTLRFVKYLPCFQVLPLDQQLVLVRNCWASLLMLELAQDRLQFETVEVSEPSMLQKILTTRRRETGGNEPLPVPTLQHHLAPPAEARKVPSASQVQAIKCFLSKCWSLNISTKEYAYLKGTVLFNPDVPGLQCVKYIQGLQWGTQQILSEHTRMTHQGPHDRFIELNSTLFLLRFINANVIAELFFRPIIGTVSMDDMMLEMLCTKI
# hcDAF-12 act = H. contortus DAF-12 nuclear receptor activators, primary screen, cell-based, luminescence, HEK293, lit1-tk-luc reporter; HEK293 hcDAF-12 lit1-tk-luc reporter; 0% DMSO, 100% Δ7-dafachronic acid; activation, % at 6.8 µM; actives 1.4% (n = 370,000);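 active = activation above the mean of all tested compounds plus 3 SD, cut at about 5.5% in these data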;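 also: 100% = response to 3 µM Δ7-dafachronic acid high control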
# NPR2 activator = human GC-B receptor activators, primary screen, HEK293 GC-B cells, cGMP TR-FRET, EC30 CNP; AID 1920062, 2024; activation, % at 10 µM; Atrial natriuretic peptide receptor 2 (Homo sapiens), P20594; actives 0.11% (n = 370,000); 0% at EC30 CNP, 100% saturating CNP;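 active = activation at 10 µM reaching about 35% in either raw or pattern-adjusted values, limit read from the data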
# ssDAF12 agonist = S. stercoralis DAF-12 nuclear receptor activators, primary screen, cell-based, luminescence, HEK293, GRIP1 co-expression, lit1-tk-luc. AID 652126, 2013. actives 1% (n = 370,000). Nuclear hormone receptor DAF-12 (Strongyloides stercoralis). HEK293 ssDAF-12/GRIP1 lit1-tk-luc reporter; % of 3 µM dafachronic acid response. activation, % at 6.8 µM;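 active = activation above the mean over all tested compounds plus 3 SD, cut at about 0.9% in these data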;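 also: 0% = DMSO-only wells and 100% = 3 µM delta7-dafachronic acid wells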
# hgDAF-12 ag = H. glycines DAF-12 receptor agonists, primary screen, cell-based, luminescence, HEK293, GAL4 fusion, UAS-luciferase. Nuclear hormone receptor DAF-12 (Heterodera glycines), GAL4 fusion. HEK293 GAL4-hgDAF12 UAS-luciferase reporter, agonist luminescence; normalized to butyrate control. activation, % at 6.8 µM. actives 1.8% (n = 370,000). AID 687014, 2013;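 active = activation above a cutoff set at the mean of all screened compounds plus 3 SD, cut at about 10% in these data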;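 also: 0% = DMSO wells and 100% = sodium butyrate wells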
# HGIII-sPLA2 inh = human group III sPLA2 inhibitors, primary screen, biochemical, QFRET, BODIPY PC-A2 liposome substrate; Group 3 secretory phospholipase A2 (Homo sapiens), Q9NZ20; QFRET BODIPY PC-A2 liposome hydrolysis, fluorescence; inhibition, % at 12.2 µM; actives 0.56% (n = 370,000); AID 743126, 2013;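 active = inhibition above mean plus 3 SD of compounds lying within the high and low control bounds, cut at about 19% in these data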;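 also: 0% = median of test compound wells and 100% = no enzyme DMSO wells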
# Target sequence (Q9NZ20 whole entry, looked up): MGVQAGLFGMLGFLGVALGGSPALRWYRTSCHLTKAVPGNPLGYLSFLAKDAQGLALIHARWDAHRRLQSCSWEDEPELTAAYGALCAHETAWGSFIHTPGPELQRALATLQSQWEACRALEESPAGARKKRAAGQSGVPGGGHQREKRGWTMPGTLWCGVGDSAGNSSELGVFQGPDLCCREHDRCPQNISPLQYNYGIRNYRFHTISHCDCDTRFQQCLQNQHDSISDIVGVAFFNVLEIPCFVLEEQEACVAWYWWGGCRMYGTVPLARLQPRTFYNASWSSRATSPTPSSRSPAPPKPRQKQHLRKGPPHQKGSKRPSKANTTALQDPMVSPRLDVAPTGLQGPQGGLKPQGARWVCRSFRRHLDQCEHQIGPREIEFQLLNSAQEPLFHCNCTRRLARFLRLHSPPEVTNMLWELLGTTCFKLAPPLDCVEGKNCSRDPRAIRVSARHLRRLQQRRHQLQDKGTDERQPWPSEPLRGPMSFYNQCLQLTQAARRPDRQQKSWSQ
# proKLK7 act = proKLK7 zymogen activators, primary screen, biochemical, fluorescence intensity; Kallikrein-7 (Homo sapiens), P49862; actives 0.9% (n = 370,000); purified proKLK7, EDANS-DABCYL substrate fluorescence; 100% is mature enzyme control, 0% vehicle; activation, % at 7 µM;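 active = activation above the mean of all tested compounds plus 3 SD, computed per campaign excluding outliers beyond control limits, cut at about 13% in these data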
# Target sequence (P49862 whole entry, looked up): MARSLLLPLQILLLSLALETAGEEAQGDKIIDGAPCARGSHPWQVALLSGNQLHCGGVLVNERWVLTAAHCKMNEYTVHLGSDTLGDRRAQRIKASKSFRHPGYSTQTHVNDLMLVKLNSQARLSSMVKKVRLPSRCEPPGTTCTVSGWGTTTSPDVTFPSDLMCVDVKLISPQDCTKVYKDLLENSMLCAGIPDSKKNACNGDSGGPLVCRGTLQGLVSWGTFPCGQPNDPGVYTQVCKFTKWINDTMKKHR
# SMARCA2 activ = SMARCA2 (BRM) function activators, primary screen, cell-based, luminescence, high throughput; AID 652017, 2013; actives 1% (n = 370,000); MG213 cells, MMTV-luciferase reporter, dexamethasone, overnight; activation, % at 9.1 µM; in the data active = activation above about 7.8%;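 also: 0% = vehicle wells and 100% = reference activator wells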
# FXN GAA850 act = FXN promoter activators, primary screen, cell-based, luciferase luminescence, HEK293 lucGAA850 | HEK293 lucGAA850 FXN promoter luciferase reporter, 24 h; percent of 10 µM SAHA response | activation, % at 6 µM | actives 0.56% (n = 360,000) | AID 540364, 2011;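 active = activation above the average of all compounds screened plus 3 SD, cutoff fixed separately per campaign, cut at about 7.5% in these data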;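 also: 0% = DMSO wells and 100% = 10 µM SAHA wells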
# Numbers without * were called inactive; x = not tested or not shown.
Compound	hcDAF-12 act	hgDAF-12 ag	DAX1 inh-1	HGIII-sPLA2 inh	DAX1 inh-2	ssDAF12 agonist	SMARCA2 activ	NPR2 activator	FXN GAA850 act	proKLK7 act	NPR1 activator
COc1ccc(NC2=C(Cl)C(=O)N(c3ccccc3)C2=O)c(OC)c1	-2.0	-2.3	0.2	-3	-1.1	-1.5	7	-2	-0.6	0.4	-1
O=C(Cn1cnc2c(NCc3ccccc3)ncnc21)NCCCN1CCCC1=O	-0.1	0.2	-1.5	10	0.8	-1.2	-5	2	-2.4	0.5	2
COc1cc(NC(=O)C2CCCN(S(=O)(=O)c3ccccc3)C2)cc(OC)c1 (stereo unspecified)	-5.4	-4.2	-1.1	-17	x	-1.6	-2	-5	x	-0.3	-2
O=[N+]([O-])c1cccc(/C=N/n2c(-c3cccnc3)n[nH]c2=S)c1	-1.9	2.9	-1.1	10	-0.1	-0.5	-2	-2	-0.1	-0.3	1
COc1cccc(OCCn2ccnc2)c1	-1.9	1.7	0.2	3	-0.8	-0.2	2	6	-0.4	0.0	3
CC(=O)c1ccc(NS(=O)(=O)c2ccc3ccccc3c2)cc1	4.3	-1.7	-0.3	-9	0.2	-1.3	-2	2	3.3	-0.6	0
CCC(=O)N1CCc2cc(S(=O)(=O)CCC(=O)N(C)c3ccc(OC)cc3)ccc21	0.4	1.9	-1.0	13	0.0	-1.0	-2	-8	2.4	-0.1	-3
O=C(Nc1nccs1)c1cc2cc(Cl)ccc2oc1=O	3.2	-0.9	0.1	9	1.1	0.1	-4	-7	-1.0	-0.9	1
O=C(c1ccc(NC(=S)Nc2ccc(F)cc2F)cc1)N1CCOCC1	1.9	1.3	-0.4	1	1.5	-0.7	-1	3	1.7	-0.3	-2
Cc1nc(C)c(C(=O)N(c2ccc(F)cc2)C(C(=O)NCC2CCCO2)c2ccccc2)s1 (stereo unspecified)	-0.1	-1.2	0.1	0	-0.2	-1.3	0	2	-0.7	0.2	-2
O=c1oc(-c2cccs2)nc2ccccc12	-0.2	-0.9	0.2	4	-0.7	-1.2	3	-3	2.0	-0.4	-6
COc1cccc(NC(=O)CN(C)C(C)C(=O)N2CCCCC2)c1 (stereo unspecified)	0.0	1.8	0.7	16	-0.5	-0.6	7	-2	-0.9	-0.6	-7
O=C(NCCc1ccc(Cl)cc1)C1COc2ccccc2O1 (stereo unspecified)	-1.6	-1.9	-0.2	-1	0.6	-1.3	-2	-10	-0.3	-3.0	-26
O=C(OC1CC2CC1[C@H]1CCCCN1C2=O)N1CCOCC1 (stereo partly specified)	-1.1	1.6	0.5	10	x	-1.2	-3	0	x	0.4	-5
O=C(O)Cn1cc(C(=O)C2CC2)c2ccccc21	2.1	1.7	0.7	-2	0.9	-1.1	-1	3	2.5	0.2	9
C#CCNC(=O)C1=C[C@H](c2ccc(Br)cc2)[C@@H](CCCO)[C@H](OCC)O1	-1.2	0.5	-0.4	-2	-0.9	-1.1	0	-7	0.5	-0.1	0
CCN(C(=O)CSc1nnnn1-c1ccc(Cl)cc1)C1CCS(=O)(=O)C1 (stereo unspecified)	-0.1	-1.0	4.0*	0	0.7	-1.4	-1	1	1.9	-0.4	-5
O=C(NCCCCNC(=O)c1cccnc1Cl)c1cccnc1Cl	-0.6	1.0	1.1	2	0.8	-1.2	-1	3	0.0	0.0	5
O=[N+]([O-])c1cccc(S(=O)(=O)N/N=C\c2ccc3c(c2)OCO3)c1	-0.1	2.0	0.7	-3	1.0	-0.6	1	5	3.0	0.0	2
COCCNC(=O)C1Cc2c(ccc3ccccc23)O1 (stereo unspecified)	-2.4	0.5	0.0	5	-0.4	-1.7	1	3	1.0	-0.7	-3
CC(O)(c1ccccc1)C(C(c1ccccc1)N1CCOCC1)N1CCOCC1 (stereo unspecified)	0.4	-1.7	0.5	-1	0.6	-1.0	2	-2	-1.3	0.3	-5
Cc1cc2nc(-c3cccc(Br)c3)c(CC3CCCCC3)n2c(C)c1Br	2.2	2.3	1.0	6	x	1.6*	6	0	x	0.0	0
O=C(NCCN1C(=O)S/C(=C\c2cccnc2)C1=O)c1cc(S(=O)(=O)N2CCOCC2)ccc1F	-0.6	-0.8	0.1	-3	-0.5	-0.9	2	-3	2.8	-0.5	-2
COCCn1c(SCC(=O)NCCc2ccc(OC)c(OC)c2)nc2c([nH]c3ccccc32)c1=O	3.0	1.6	0.4	-5	3.5	-0.8	-1	-4	-0.2	-0.8	-8
COc1ccc(Br)cc1/C=N/NC(=O)c1nc(-c2ccccc2)n2c1CCCCC2	0.0	-2.5	-0.3	5	0.3	-1.0	-3	-4	0.2	0.1	-1
O=C(Cc1c(F)cccc1Cl)Nc1ccon1	-1.0	-0.6	0.4	-2	-0.8	-0.4	3	0	1.3	0.5	2
CC1(C)Oc2ccc(C(=O)NC3CC3)cc2N(CC(=O)N2CCOCC2)C1=O	1.3	-0.2	-0.4	1	-0.8	-0.9	-4	1	-1.1	0.0	1
CC1(C)C(=O)Nc2ccccc2N1C(=O)COC(=O)Cn1cnc2ccccc2c1=O	1.6	-0.8	-0.4	-1	-0.9	-0.4	-1	-3	-0.7	-0.4	-3
CCN=c1sc(C(=O)NCCc2ccccc2)cc(=O)n1CC	-0.3	0.8	0.0	-1	-0.7	-1.4	2	-5	0.0	0.1	2
CC(/C=N/N1CCN(c2ccccc2)CC1)=C\c1ccco1	3.1	10	1.0	7	3.0	-0.9	5	2	3.7	-0.3	9
COc1ccc(F)cc1C(=O)C1CCCN(C(=O)C2=C(C)OCCO2)C1 (stereo unspecified)	0.0	-0.2	-0.8	17	-0.4	-1.8	-2	-4	-0.1	0.0	-4
CCOC(=O)CCc1c(C)c2ccc(OCc3cc([N+](=O)[O-])ccc3OC)c(C)c2oc1=O	-2.5	2.9	0.4	9	x	-1.1	-2	-2	x	-1.1	-2
COc1ccc(OC)c(NC(=O)C2(C)CCN2C(=O)Cc2ccc(Cl)cc2Cl)c1 (stereo unspecified)	-0.2	-2.0	-1.1	1	x	-1.5	0	-12	-2.7	0.6	-7
O=S(=O)(/C=C/c1ccccc1)N1CCN(c2nc(-c3cccnc3)nc3ccccc23)CC1	-1.9	-2.2	-1.9	-4	x	-2.3	-2	-3	3.0	-13	-11
Cc1nc(/C=C\C(=O)O)c2cc(C)oc2n1	-1.6	6.8	0.4	0	2.1	0.0	0	-3	2.0	13*	0
COC(=O)CN(c1ccc(C)cc1)S(=O)(=O)c1c(C)[nH]c(=O)[nH]c1=O	-2.1	0.2	0.0	0	-1.5	-1.2	-1	0	0.8	0.7	-3
Cc1cc(C)cc(NC(=O)CN2CCN(c3ccccn3)CC2)c1	-2.5	1.3	-0.2	-4	0.4	0.2	0	1	1.3	0.2	2
COC(=O)c1sc(N(C)C)c(C#N)c1-c1ccccc1	0.1	-0.2	-0.8	1	x	-1.2	1	1	1.8	0.4	-3
CCc1cc2c(nc1CC)CCCN2S(=O)(=O)c1cccs1	-1.6	-1.6	0.6	0	x	-0.9	-8	6	x	-0.4	-7
Cc1ccc(S(=O)(=O)c2nc(S(=O)(=O)c3ccc(C)cc3)c(N3CCN(CCO)CC3)s2)cc1	-3.0	-3.9	-4.1	-28	0.2	-2.0	0	1	-2.5	-0.4	3

# Two records drawn at random from those above, as already listed:
Compound	hcDAF-12 act	hgDAF-12 ag	DAX1 inh-1	HGIII-sPLA2 inh	DAX1 inh-2	ssDAF12 agonist	SMARCA2 activ	NPR2 activator	FXN GAA850 act	proKLK7 act	NPR1 activator
CC(/C=N/N1CCN(c2ccccc2)CC1)=C\c1ccco1	3.1	10	1.0	7	3.0	-0.9	5	2	3.7	-0.3	9
COC(=O)CN(c1ccc(C)cc1)S(=O)(=O)c1c(C)[nH]c(=O)[nH]c1=O	-2.1	0.2	0.0	0	-1.5	-1.2	-1	0	0.8	0.7	-3

# The list continues.
Compound	hcDAF-12 act	hgDAF-12 ag	DAX1 inh-1	HGIII-sPLA2 inh	DAX1 inh-2	ssDAF12 agonist	SMARCA2 activ	NPR2 activator	FXN GAA850 act	proKLK7 act	NPR1 activator
C[C@@H]1CCCCO[C@H](CN(C)C(=O)Cc2ccccc2)[C@@H](C)CN([C@H](C)CO)C(=O)c2cc(N(C)C)ccc2O1	0.1	1.6	-0.5	4	-0.3	-0.7	-3	-1	-0.5	0.0	0
Cc1ccc(S(=O)(=O)/N=C(/c2ccccc2)N(C)c2ccc(O)cc2)cc1	-1.5	0.3	-0.4	-15	0.1	-1.4	-4	-7	1.8	-0.2	1
OCCN1CN(c2ccccc2)C(=S)N(c2ccccc2)C1	0.5	-1.3	2.6	10	x	-1.7	-8	4	x	0.2	4
C#CCOCCOCCOCCNc1nc(N2CCOCC2)nc(N2CCN(C(=O)[C@H]([C@@H](C)CC)n3cc([C@@H](N)CC(C)C)nn3)CC2)n1	-1.6	-1.1	-0.5	6	1.3	-1.0	1	2	0.6	-0.1	4
Cc1[nH]cc(Br)c(=O)c1Oc1ncc(C(F)(F)F)cc1Cl	0.2	0.0	-0.4	-10	0.1	-1.1	2	0	1.6	-0.2	2
S=C(NC1CCCC1)NC1CCCC1	-2.0	-1.6	0.1	9	0.7	-0.5	3	6	2.5	0.3	2
Cc1ccc(CC(=O)Nc2ccc(Cl)cn2)cc1	-1.4	3.2	0.0	-3	1.4	-1.4	4	2	2.1	-0.7	0
Cn1ccc(C(=O)Nc2sc3c(c2C#N)CCC3)n1	0.2	0.4	-0.8	7	1.0	-1.8	-1	2	1.4	-0.9	-1
COc1ccccc1C(=O)Nc1ccc(S(=O)(=O)Nc2onc(C)c2C)cc1	0.2	7.5	0.0	-10	-0.2	-1.2	-2	0	1.5	0.1	2
CN(C)c1ccc(C(=S)NCc2ccco2)cc1	7.5*	16*	5.2*	4	-1.6	0.9*	5	5	4.8	-0.2	2
COc1ccc(NC(=S)Nc2ccccc2)c(OC)c1	0.9	-1.7	-0.2	4	2.7	-1.6	1	10	0.7	0.5	-3
C[C@H]1CN([C@@H](C)CO)C(=O)CCCn2nncc2CO[C@@H]1CN(C)C(=O)Nc1ccc2c(c1)OCO2	-0.2	0.3	-0.9	13	0.7	-0.3	-1	6	1.7	-0.1	-1
CC1CCN(c2c(NCC3CCC(C(=O)NCc4ccccc4)CC3)c(=O)c2=O)CC1 (stereo unspecified)	-2.9	0.0	0.4	-1	-0.5	-1.4	0	-7	-1.6	1.2	4
